Mtb BioA inh = BioA (M. tuberculosis) enzyme inhibition; 0.096% of 360,000 active; inhibition, % at 9.99 µM; purified M. tuberculosis BioA enzyme, plate reader; in the data active = inhibition above about 40%
An asterisk follows results filed as active.

SMILES | Mtb BioA inh
Cc1noc(C)c1NC(=O)Nc1ccc2c(c1)CC(=O)N([C@H](C)CO)C[C@H](C)[C@@H](CN(C)Cc1ccc(C(=O)Nc3ccccc3N)cc1)O2 | -0.2
CCCNC(=O)N1C[C@@H](C)[C@H](OC)CN(C)C(=O)c2ccc(NC(=O)CCC)cc2OC[C@H]1C | -1.7
Cc1ccc(S(=O)(=O)N(C)C[C@@H]2Oc3cc(C4=CCCC4)ccc3S(=O)(=O)N([C@@H](C)CO)C[C@H]2C)cc1 | -2.3
O=C(Cc1ccccc1)N[C@@H]1CC[C@@H](CC(=O)N2CCOCC2)O[C@@H]1CO | -4.3
COc1ccc(C#Cc2cnc3c(c2)C(=O)N([C@H](C)CO)C[C@H](C)[C@H](CN(C)C(=O)Nc2ccccc2)O3)cc1OC | 0.9
Cc1noc(C)c1NC(=O)Nc1ccc2c(c1)C(=O)N(C)[C@@H]1CC[C@@H](CC(=O)N(C)C)O[C@H]1CO2 | -0.1
CNC(=O)C[C@@H]1CC[C@H]2[C@@H](COC[C@H](O)CN2S(=O)(=O)c2ccccc2Cl)O1 | 0.9
C[C@@H]1CCCCO[C@H](CN(C)C(=O)CCC(F)(F)F)[C@@H](C)CN([C@H](C)CO)C(=O)c2cc(NS(=O)(=O)c3cccs3)ccc2O1 | -4.4
O=C(NCC[C@@H]1CC[C@H](NC(=O)C2CCCC2)[C@H](CO)O1)c1cc(Cl)cc(Cl)c1 | -1.0
O=C(N[C@H]1CC[C@H](CCn2cc(-c3ccccn3)nn2)O[C@H]1CO)c1cccnc1 | -1.1
COc1ccc(S(=O)(=O)Nc2ccc3c(c2)C(=O)N([C@H](C)CO)C[C@H](C)[C@@H](CN(C)C(=O)Nc2ccccc2)OCCCC[C@H](C)O3)cc1 | -4.4
CC=Cc1ccc2n(c1=O)C[C@@H]1[C@@H](CO)[C@H](C(=O)NCc3ccccc3F)N(CCC)[C@H]21 (mixture of isomers) | 4.1
CCC(=O)N1C[C@@H]2[C@H](c3ccccc31)[C@@H](CO)N2C(=O)CC | -2.2
COc1ccc(NC(=O)N(C)C[C@H]2Oc3ccc(NC(=O)Nc4ccccc4)cc3C(=O)N([C@@H](C)CO)C[C@H]2C)cc1 | 2.6
CC(=O)N1[C@H](CNC(=O)CN(C)C)[C@@H](c2ccc(C3=CCCC3)cc2)[C@@H]1CO | -1.4
C[C@@H]1CN([C@H](C)CO)C(=O)c2cc(NS(=O)(=O)c3cn(C)cn3)ccc2O[C@H]1CN(C)S(=O)(=O)c1ccccc1 | 2.3
Cc1noc(C)c1NC(=O)Nc1ccc2c(c1)C(=O)N([C@@H](C)CO)C[C@H](C)[C@H](CN(C)Cc1ccc(C(F)(F)F)cc1)O2 | 2.3
COc1ccc(S(=O)(=O)Nc2ccc3c(c2)C(=O)N([C@@H](C)CO)C[C@@H](C)[C@@H](CN(C)CC2CCCCC2)OCCCC[C@@H](C)O3)cc1 | 2.2
COCC(=O)N(C)C[C@@H]1Oc2cc(C3=CCCCC3)ccc2S(=O)(=O)N([C@H](C)CO)C[C@H]1C | 0.4
C[C@@H]1CN([C@H](C)CO)C(=O)c2cc(C#Cc3cccc(F)c3)cnc2O[C@H]1CN(C)Cc1ccccn1 | -6.6
C[C@@H]1CN([C@@H](C)CO)C(=O)c2cc(NC(=O)C3CCCCC3)ccc2O[C@@H]1CN(C)C(=O)Nc1ccc2c(c1)OCO2 | 3.2
COCC#Cc1ccc2c(c1)O[C@H](CN(C)S(=O)(=O)c1cccc(OC)c1)[C@H](C)CN([C@@H](C)CO)S2(=O)=O | -2.5
C[C@@H]1CN([C@@H](C)CO)C(=O)c2cc(NS(=O)(=O)c3cccs3)ccc2O[C@H]1CN(C)C | 2.6
CO[C@H]1CN(C)C(=O)c2cc(NC(=O)c3cc(C)on3)ccc2OC[C@H](C)N(C(C)=O)C[C@H]1C | 0.2
O=C(Nc1nccs1)[C@H]1[C@H](CO)[C@H]2Cn3c(ccc(-c4ccccc4)c3=O)[C@H]2N1CC1CCCC1 | 1.9
Cc1ccc(S(=O)(=O)N(C)C[C@H]2OCCCC[C@@H](C)Oc3ccc(NC(=O)NC(C)C)cc3C(=O)N([C@@H](C)CO)C[C@@H]2C)cc1 | -0.7
C[C@@H]1CN([C@H](C)CO)C(=O)c2cc(NC(=O)Cc3ccccc3)ccc2O[C@@H]1CN(C)S(=O)(=O)c1ccc(Cl)cc1 | 1.0
O=C(Cc1ccncc1)Nc1ccc2c(c1)[C@@H]1C[C@H](CC(=O)NC3CCCCC3)O[C@@H](CO)[C@@H]1O2 | 0.3
NCC[C@@H]1CC[C@H](NS(=O)(=O)Cc2ccccc2)[C@@H](CO)O1 | -3.5
C[C@@H]1CCCCO[C@H](CN(C)S(C)(=O)=O)[C@@H](C)CN([C@@H](C)CO)C(=O)c2cc(NC(=O)Nc3cccc4ccccc34)ccc2O1 | -2.0
CCCNC(=O)N(C)C[C@@H]1Oc2ncc(C#Cc3ccncc3)cc2C(=O)N([C@H](C)CO)C[C@@H]1C | 1.2
CCC(=O)Nc1ccc2c(c1)C(=O)N(C)[C@@H]1CC[C@H](CC(=O)NCCN3CCCCC3)O[C@@H]1CO2 | 0.9
CCCNC(=O)N1C[C@@H](O)COC[C@H]2O[C@H](CC(=O)NCc3ccc(Cl)c(Cl)c3)CC[C@@H]21 | -1.4
Cc1cccc(CN(C)C[C@H]2OCc3cn(nn3)CCCC(=O)N([C@@H](C)CO)C[C@@H]2C)c1 | -1.9
O=C(CCN1CCCCC1)N[C@H]1CC[C@@H](CCn2cc(-c3cccc(F)c3)nn2)O[C@H]1CO | 0.8
Cc1ccc(-c2cnc3c(c2)C(=O)N([C@@H](C)CO)C[C@@H](C)[C@H](CN(C)C(=O)Cc2ccccc2)O3)cc1 | -2.9
COC(=O)[C@@H]1[C@@H](CO)[C@@H]2Cn3c(ccc(C4=CCCCC4)c3=O)[C@H]1N2C(=O)CC1CC1 | -1.3
O=C(Cc1ccncc1)NCC[C@H]1CC[C@@H](NC(=O)C2CCC2)[C@@H](CO)O1 | -1.0
CC(C)C#Cc1cnc2c(c1)C(=O)N([C@H](C)CO)C[C@H](C)[C@@H](CN(C)Cc1ccc3c(c1)OCO3)O2 | 12.3
C[C@H]1CN([C@@H](C)CO)C(=O)c2cc(NS(=O)(=O)c3ccccc3)ccc2O[C@@H]1CN(C)S(C)(=O)=O | -0.6
COc1ccc(C(=O)N2C[C@@H]3[C@H](c4ccccc42)[C@@H](CO)N3Cc2ccc(Cl)cc2)cc1 | 3.7
COCC#Cc1ccc2c(c1)O[C@H](CN(C)C(=O)Nc1ccc(OC)cc1)[C@H](C)CN([C@H](C)CO)S2(=O)=O | 2.5
Cn1cnc(S(=O)(=O)N2CCCCN3[C@H](CO)[C@@H](c4ccc(C#CC5CCCC5)cc4)[C@H]3C2)c1 | -2.7
O=C(C[C@H]1C[C@@H]2c3cc(NC(=O)C4CCC4)ccc3O[C@@H]2[C@@H](CO)O1)NCc1cc(F)ccc1F | 0.2
CCS(=O)(=O)Nc1ccc2c(c1)C(=O)N(C)[C@@H]1CC[C@@H](CC(=O)NCCOC)O[C@H]1CO2 | -5.0
O=C(C[C@@H]1CC[C@@H](NS(=O)(=O)c2ccccc2)[C@@H](CO)O1)NCc1ccccc1F | 1.3
O=C(C[C@@H]1CC[C@@H]2[C@H](COC[C@@H](O)CN2S(=O)(=O)c2ccccc2)O1)Nc1ccccc1 | 7.8
C[C@H](CO)N1C[C@H](C)[C@H](CN(C)C(=O)Cc2ccccc2)OCCCC[C@H](C)Oc2ccc(N(C)C)cc2C1=O | -0.4
C[C@@H]1CCCCO[C@H](CN(C)C(=O)Nc2cccc3ccccc23)[C@@H](C)CN([C@H](C)CO)C(=O)c2cc(NC(=O)CCCCCC(=O)Nc3ccccc3N)ccc2O1 | -1.1
CO[C@@H]1CN(C)C(=O)c2cc(NS(=O)(=O)CC(F)(F)F)ccc2OC[C@H](C)NC[C@H]1C | -9.1
CN1C(=O)c2cc(NC(=O)c3ccc(F)c(F)c3)ccc2OC[C@H]2O[C@@H](CC(=O)N3CCCCC3)CC[C@H]21 | 4.2
CO[C@@H]1CN(C)C(=O)c2cc(NC(=O)NC(C)C)ccc2OC[C@H](C)N(C)C[C@@H]1C | -1.9
O=C(Nc1ccccc1)N1CCCCN2[C@H](C1)[C@H](c1ccc(C#Cc3ccccc3)cc1)[C@@H]2CO | -0.2
CN(C)CCCNC(=O)C[C@H]1CC[C@H]2[C@@H](COC[C@H](O)CN2S(=O)(=O)c2ccc(F)cc2)O1 | -1.6
CN(C)C(=O)c1cccc(-c2ccc([C@H]3[C@@H](CO)N(C(=O)C4CCC4)[C@H]3C#N)cc2)c1 | -0.3
C[C@@H]1CN([C@H](C)CO)C(=O)c2cc(Br)cnc2O[C@@H]1CN(C)CC1CCCC1 | -4.6
COC(=O)C(CC#Cc1ccc2c(c1)[C@]1(C(=O)N2)[C@H](C(=O)NC[C@H](O)c2ccccc2)[C@H]2C(=O)O[C@H](c3ccccc3)[C@H](c3ccccc3)N2[C@@H]1c1ccccc1OCCO)C(=O)OC | -0.2
C[C@@H]1CN([C@H](C)CO)C(=O)c2cc(NC(=O)Nc3cccc4ccccc34)ccc2O[C@@H](C)CCCCO[C@H]1CN(C)Cc1ccc(C(F)(F)F)cc1 | -4.9
O=C(C[C@@H]1CC[C@@H]2[C@H](COC[C@@H](O)CN2S(=O)(=O)c2ccccc2)O1)NCc1ccc2c(c1)OCO2 | 0.0
O=C(Nc1ccccc1F)N[C@@H]1CC[C@H](CCNC(=O)C2CCCC2)O[C@H]1CO | 3.6

Not a retest: entries from further up.
SMILES | Mtb BioA inh
O=C(C[C@@H]1CC[C@@H]2[C@H](COC[C@@H](O)CN2S(=O)(=O)c2ccccc2)O1)Nc1ccccc1 | 7.8
C[C@H](CO)N1C[C@H](C)[C@H](CN(C)C(=O)Cc2ccccc2)OCCCC[C@H](C)Oc2ccc(N(C)C)cc2C1=O | -0.4
C[C@@H]1CCCCO[C@H](CN(C)C(=O)Nc2cccc3ccccc23)[C@@H](C)CN([C@H](C)CO)C(=O)c2cc(NC(=O)CCCCCC(=O)Nc3ccccc3N)ccc2O1 | -1.1
CO[C@@H]1CN(C)C(=O)c2cc(NS(=O)(=O)CC(F)(F)F)ccc2OC[C@H](C)NC[C@H]1C | -9.1
CN1C(=O)c2cc(NC(=O)c3ccc(F)c(F)c3)ccc2OC[C@H]2O[C@@H](CC(=O)N3CCCCC3)CC[C@H]21 | 4.2
CO[C@@H]1CN(C)C(=O)c2cc(NC(=O)NC(C)C)ccc2OC[C@H](C)N(C)C[C@@H]1C | -1.9
O=C(Nc1ccccc1)N1CCCCN2[C@H](C1)[C@H](c1ccc(C#Cc3ccccc3)cc1)[C@@H]2CO | -0.2
CN(C)CCCNC(=O)C[C@H]1CC[C@H]2[C@@H](COC[C@H](O)CN2S(=O)(=O)c2ccc(F)cc2)O1 | -1.6
CN(C)C(=O)c1cccc(-c2ccc([C@H]3[C@@H](CO)N(C(=O)C4CCC4)[C@H]3C#N)cc2)c1 | -0.3
C[C@@H]1CN([C@H](C)CO)C(=O)c2cc(Br)cnc2O[C@@H]1CN(C)CC1CCCC1 | -4.6

Further entries follow.
SMILES | Mtb BioA inh
COc1ccc(NC(=O)Nc2ccc3c(c2)C(=O)N([C@@H](C)CO)C[C@H](C)[C@H](CN(C)S(=O)(=O)c2ccccc2)OCCCC[C@@H](C)O3)cc1 | -2.1
CN1CCN(C(=O)C[C@@H]2C[C@H]3c4cc(NC(=O)NC5CCCCC5)ccc4O[C@H]3[C@@H](CO)O2)CC1 | -1.2
COc1ccc(NC(=O)Nc2ccc3c(c2)C(=O)N([C@@H](C)CO)C[C@H](C)[C@@H](CN(C)S(=O)(=O)c2ccc(OC)cc2)OCCCC[C@H](C)O3)cc1 | 0.0
COc1ccc(NC(=O)N(C)C[C@@H]2Oc3ccc(N(C)C)cc3C(=O)N([C@H](C)CO)C[C@@H]2C)cc1 | 0.1
CO[C@@H]1CN(C)C(=O)c2ccc(NS(=O)(=O)c3ccccc3)cc2OC[C@@H](C)N(Cc2ccccn2)C[C@H]1C | -0.9
COc1cccc(C(=O)Nc2ccc3c(c2)C(=O)N(C)C[C@H](OC)[C@H](C)CN(C(C)=O)[C@@H](C)CO3)c1 | 0.7
Cc1ccc(-c2ccc([C@H]3[C@H]4CN(C(=O)Nc5ccccc5)CCCCN4[C@H]3CO)cc2)cc1 | -3.9
C[C@@H]1CN([C@H](C)CO)C(=O)c2cc(NS(=O)(=O)c3cccs3)ccc2O[C@@H]1CN(C)S(C)(=O)=O | 1.0
C[C@@H]1CCCCO[C@@H](CN(C)C(=O)NC2CCCCC2)[C@H](C)CN([C@@H](C)CO)C(=O)c2cc(NC(=O)c3ccccc3)ccc2O1 | -2.0
C[C@@H]1CN([C@@H](C)CO)C(=O)c2cc(NC(=O)CCC(F)(F)F)ccc2O[C@@H](C)CCCCO[C@@H]1CN(C)C(=O)c1ccncc1 | -0.2
C[C@H](CO)N1C[C@H](C)[C@H](CN(C)C(=O)Nc2cccc3ccccc23)Oc2c(NC(=O)c3nc4ccccc4s3)cccc2C1=O | -0.8
C[C@@H]1CN([C@H](C)CO)C(=O)c2cc(NC(=O)c3ccncc3)ccc2O[C@H]1CN(C)S(=O)(=O)c1ccccc1 | -1.8
CC(=O)NC[C@@H]1[C@H](c2ccc(-c3ccccc3)cc2)[C@H](CO)N1C(=O)C1CCC1 | 4.8
COc1cccc(C(=O)N2C[C@@H]3[C@H](c4ccccc42)[C@H](CO)N3C(=O)c2ccccc2)c1 | -2.3
C[C@H]1CN([C@@H](C)CO)C(=O)c2cccc(NC(=O)C3CC3)c2O[C@@H]1CN(C)Cc1ccc(Oc2ccccc2)cc1 | 1.5
COc1ccc(NC(=O)N(C)C[C@H]2Oc3ccc(NC(=O)Cc4ccccc4)cc3CC(=O)N([C@H](C)CO)C[C@@H]2C)cc1 | 0.6
C[C@@H]1CCCCO[C@@H](CN(C)S(=O)(=O)c2cn(C)cn2)[C@H](C)CN([C@@H](C)CO)C(=O)c2cc(N(C)C)ccc2O1 | -0.6

An excerpt; the hit share may differ from the screen's.
